mIDH1 inhibitor – blocks human mutant IDH1 R132H enzyme; 390,000 tested, 0.093% active; IDH1-R132H enzyme, NADPH consumption, diaphorase/resazurin fluorescence; Potency, µM (top dose mostly 76.6 µM), for inactives: at the highest dose activity change, negative = inhibition, most hits filed as inhibitors; O75874; further: on the % scale 0 is the no-effect control and ±100 the full control effect; nearly all actives have a fitted effect of over 65% in size
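IDH1-R132H (0.5 ug/mL dispensed) in pH 7.5 Tris buffer was preincubated 30 min with compound, then given a substrate mix of 0.016 mM NADPH and 2 mM alpha-KG for 80 min at room temperature; remaining NADPH was read by diaphorase/resazurin fluorescence.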
Vif-A3F inh – inhibitors of Vif-A3F interaction; Potency, µM (series often up to 46.1 µM), for the others: at the highest dose activity, negative = active; 390,000 tested, 0.2% active; HeLa A3F-eYFP + Vif (tagged APOBEC3F with the HIV-1 protein that degrades it), YFP fluorescence increase; further: % of control where 0% means no effect; nearly all actives have a fitted effect of over 65% in size
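Fluorescence increase (Ex 488/Em 500-530) after overnight compound treatment at 37 deg C flags inhibition of Vif-driven A3F-eYFP loss in stable HeLa A3F-eYFP/Vif cells seeded overnight beforehand.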
12-LOX inh – blocks human arachidonate 12S-lipoxygenase. AID 1671190. Potency, µM (titrated, usually from 108 µM), for inactives: at the highest dose activity change, negative = inhibition, usual class: inhibitors. purified 12hLO, xylenol orange hydroperoxide absorbance. 580,000 tested, 1.1% active; further: on the % scale 0 is the no-effect control and ±100 the full control effect
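Hydroperoxide product was detected by ferrous iron/xylenol orange as the 573 to 405 nm absorbance ratio. Arachidonic acid at 40 uM (final) was turned over for 30 min at room temperature by 150 nM human 12hLO, pH 7.0 Hepes buffer, after 15 min compound preincubation.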
RXFP1 ag – agonists of human relaxin receptor RXFP1. Q9HBX9. HEK293T-RXFP1 cAMP TR-FRET, 30 min; response scale: percent of porcine relaxin response, buffer zero. Potency, µM (doses to about 57.5 µM), for the others: at the top dose activation, hits mostly activators. 370,000 tested, 0.3% active; further: on the % scale 0 is the no-effect control and ±100 the full control effect; nearly all actives have a fitted effect of over 60% in size; many of its hits are not listed in these tables
Target sequence (Q9HBX9 whole entry, looked up): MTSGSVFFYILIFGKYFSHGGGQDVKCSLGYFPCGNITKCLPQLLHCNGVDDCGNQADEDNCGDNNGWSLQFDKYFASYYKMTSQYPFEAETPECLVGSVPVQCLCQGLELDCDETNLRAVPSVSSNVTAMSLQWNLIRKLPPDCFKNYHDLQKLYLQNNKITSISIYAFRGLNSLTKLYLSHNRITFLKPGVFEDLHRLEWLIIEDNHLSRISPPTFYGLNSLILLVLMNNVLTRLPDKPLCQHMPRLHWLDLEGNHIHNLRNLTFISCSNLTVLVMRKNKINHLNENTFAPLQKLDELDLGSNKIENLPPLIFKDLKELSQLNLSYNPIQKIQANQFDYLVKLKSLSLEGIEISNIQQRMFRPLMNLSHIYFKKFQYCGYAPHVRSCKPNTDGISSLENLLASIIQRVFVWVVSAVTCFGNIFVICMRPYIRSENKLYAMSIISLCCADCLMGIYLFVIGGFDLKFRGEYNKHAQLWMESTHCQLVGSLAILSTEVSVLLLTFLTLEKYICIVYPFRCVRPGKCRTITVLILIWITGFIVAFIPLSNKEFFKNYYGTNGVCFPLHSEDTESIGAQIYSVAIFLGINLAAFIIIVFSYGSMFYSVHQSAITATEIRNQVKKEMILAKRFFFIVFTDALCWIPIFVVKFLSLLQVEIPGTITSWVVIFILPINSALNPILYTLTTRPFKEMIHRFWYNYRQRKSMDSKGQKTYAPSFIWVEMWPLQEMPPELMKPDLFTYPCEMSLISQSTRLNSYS
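HEK293 cells stably expressing RXFP1, treated 30 min at 37C with compounds plus PDE4 inhibitor Ro 20174; cAMP measured by HTRF TR-FRET. Normalized to buffer and 29 nM porcine relaxin; EC50 by Hill fit.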
rTrxR1 inhibitor – rat TrxR1 inhibition; O89049; recombinant rTrxR1, NADPH fluorescence consumption, selenite substrate; Potency, µM (top dose mostly 114 µM), without a hit: at the highest dose activity change, negative = inhibition, most hits filed as inhibitors; 390,000 tested, 1% active; AID 588453; further: on the % scale 0 is the no-effect control and ±100 the full control effect; nearly all actives have a fitted effect of over 65% in size
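Rat TrxR1 (90 nM in the dispensed reagent) was pre-reduced with 400 uM NADPH for 5 min at room temperature, then incubated with compound for 15 min. After 400 uM selenite was added, NADPH fluorescence (Ex 340/Em 450 nm) was followed for 8 min.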
USP1 inh – blocks the human USP1/UAF1 deubiquitinase complex; O94782; 390,000 tested, 0.23% active; Potency, µM (highest dose often 57.1 µM), inactives show at the highest dose activity change, negative = inhibition, actives largely listed as inhibitors; recombinant USP1/UAF1, Ub-Rhodamine cleavage fluorescence; further: on the % scale 0 is the no-effect control and ±100 the full control effect; nearly all actives have a fitted effect of over 60% in size; inactives centre near -12
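USP1/UAF1 complex at 1 nM was preincubated with compound for 15 min at room temperature, then Ub-Rho substrate (150nM final) was added. Fluorescence (480/540 nm) was read kinetically, 6 reads every 60 seconds.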
RGS4 inhibitor – blocks human RGS4-accelerated GTP hydrolysis; Potency, µM (doses to about 114 µM), inactives show at the top dose activity change, negative = inhibition, actives largely listed as inhibitors; AID 504845; Transcreener GDP fluorescence polarization, RGS4-accelerated GTP hydrolysis; 390,000 tested, 0.039% active; P49798; further: on the % scale 0 is the no-effect control and ±100 the full control effect; nearly all actives have a fitted effect of over 75% in size; some results filed as inactive show a strong effect at the top dose
Target sequence (P49798 whole entry, looked up): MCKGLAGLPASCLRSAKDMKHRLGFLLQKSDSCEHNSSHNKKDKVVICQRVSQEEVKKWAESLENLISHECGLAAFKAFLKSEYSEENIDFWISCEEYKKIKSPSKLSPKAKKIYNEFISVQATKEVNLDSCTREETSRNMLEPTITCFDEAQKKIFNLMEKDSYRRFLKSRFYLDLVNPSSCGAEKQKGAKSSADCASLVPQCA
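MLSMR compounds (23 nl, pin-transferred) preincubated 10 min at room temperature with a 500nM (2x) first reagent, then RGS4 at 900nM (2x) plus Transcreener GDP mix added; fluorescence polarization (620/688 nm) read before and after 90 min at 30 °C.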
Vif-A3G inh – inhibitors of Vif-APOBEC3G interaction; HeLa A3G-eYFP + Vif (tagged APOBEC3G with the HIV-1 protein that degrades it), YFP fluorescence, overnight; Q9HC16; AID 602310; Potency, µM (top dose mostly 46.1 µM), for inactives: top-dose activity, negative = active, usual class: inhibitors; 410,000 tested, 0.076% active;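 further: on the % scale 0 is the no-effect control and ±100 the full control effect; nearly all actives have a fitted effect of over 60% in size; hits raise eYFP signal because A3G escapes Vif-driven loss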
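HeLa cells stably expressing Vif and C-terminally eYFP-tagged A3G, seeded overnight at 37 deg C, then exposed to compound by pintool overnight at 37 deg C. Rise in yellow fluorescence (Ex 488/Em 500-530, Acumen) marks blocked Vif-driven A3G degradation.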
TrxR1 substrate – substrates of rat thioredoxin reductase 1; O89049; purified TrxR1 substrate turnover, NADPH consumption readout; Potency, µM (highest dose often 114 µM), for the others: at the highest dose activity change, negative = substrate turnover; 390,000 tested, 0.01% active; AID 588456; further: on the % scale 0 is the no-effect control and ±100 the full control effect; nearly all actives have a fitted effect of over 50% in size
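Rat TrxR1, dispensed at 90 nM, was prereduced with 400 uM NADPH (final) for 5 min at ~22 deg C, then incubated with compound 15 min before 400 uM selenite. A first-read NADPH fluorescence drop versus no-compound background flagged substrates.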
An asterisk follows results filed as active; i = inactive; ? = inconclusive; / = not tested or not shown; ! = not active in a repeat; [ ] = remark or other dose. The call rests on the fitted dose curve; in most records, active means well fitted curve in the direction sought with a large enough effect; inconclusive means small, poorly fitted or top-dose-only effect, or another doubt; inactive means no such curve, though single readings can be large; an effect the other way counts as inactive or inconclusive. Potency means the concentration at half of the fitted maximal effect. Only part of the results is shown; count on the stated rates, not on these rows.

cpd	structure	mIDH1 inhibitor	Vif-A3F inh	12-LOX inh	RXFP1 ag	rTrxR1 inhibitor	USP1 inh	RGS4 inhibitor	Vif-A3G inh	TrxR1 substrate
1	CC(C)(C)C1C/C(=C/c2ccccn2)C(=O)/C(=C/c2ccccn2)C1 (stereo not drawn)	-4%	3%	/	-2.0%	35µM*	-30%	-14%[11.4 µM]	?	0%
2	O=C(Oc1ccc(-c2nnco2)cc1)C1CCN(C(=O)c2ccc(F)cc2)CC1	7%	-6%	2%	0.1%	-15%	-5%	26%	-2%	-10%
3	CC(=O)c1cc(CN2CCN(C(C)C)C(CCO)C2)cs1 (stereo not drawn)	-3%	7%	-13%	-1.3%	30%	-12%	19%	-1%	13%
4	CCC(=O)Nc1sc2c(c1C#N)CC(C)(CC)OC2 (stereo not drawn)	-9%	-6%	-4%	0.3%	6%	-14%	-34%	-1%	5%
5	Cn1c(Cc2cccs2)nnc1SCC(=O)N1CCCc2ccccc21	3%	-4%	0%	0.5%	?	-14%	-14%	1%	-4%
6	CCOC(=O)c1cc2c(=O)c3ccccc3oc2nc1C	8%	0%	0%	16%	18%	-3%	15%	0%	2%
7	O=C(Nc1ccc2c(c1)OCO2)c1ccc(NC2CC2)c([N+](=O)[O-])c1	7%	-5%	4%	1.4%	1%	-20%	-25%	?	-7%
8	Cc1cc(C)c(S(=O)(=O)c2ccccc2C)c(OCCO)n1	6%	-7%	-3%	0.1%	28%	-21%	5%	-2%	4%
9	O=C(CCc1cn2ccccc2n1)NC1CCCc2c1cnn2-c1ccccc1F (stereo not drawn)	-2%	2%	-33%	3.0%	21%	-26%	6%	-2%	19%
10	Nc1cc(=O)nc(SCC(=O)Nc2cccc3ccccc23)n1CCc1ccccc1	4%	-17%	0%	0.0%	17%	-15%	?	-11%	7%
11	COc1ccc(CCCC(=O)Nc2ccc(F)cc2)cc1	-4%	2%	3%	1.3%	-2%	2%	?	1%	-2%
12	CC(OC(=O)c1cc(S(=O)(=O)N2CCOCC2)ccc1Br)C(=O)N1CCOCC1 (stereo not drawn)	3%	4%	-5%	3.8%	-5%	-13%	6%	0%	-8%
13	COc1ccc(OCCCC(=O)OC(C)C(=O)Nc2ccccc2[N+](=O)[O-])cc1 (stereo not drawn)	3%	0%	?	2.2%	-1%	-19%	-25%	7%	-2%
14	CCOC(=O)c1cc2sccc2n1CCCN1C(=O)c2ccccc2C1=O	2%	-2%	6%[57.4 µM]	2.8%	19%	-6%	-2%	0%	-2%
15	COc1cccc(OC)c1C(=O)Nc1ccccc1N1CCCC1	3%	-11%	0%	-0.8%	4%	-16%	-33%	0%	2%
16	CC(=O)N1CCN(c2nc(-c3ccco3)c3c(c2C#N)CC(C)(C)SC3)CC1	-14%	2%	35µM*!	4.0%	?	-8%	-14%[11.4 µM]	0%	13%[57.1 µM]
17	CN(N)c1nc(-c2ccccc2)nnc1C(F)(F)F	2%	1%	i	2.5%	-3%[57.1 µM]	3%	-8%	-3%	5%[57.1 µM]
18	CCN(CC)c1nc(-c2ccc(C(C)(C)C)cc2)nc2ccccc12	18%	-3%	-9%	0.3%	26%	-24%	-10%	-2%	7%
19	COc1ccc(CNC(=O)CN(CCC(C)C)S(=O)(=O)c2ccc3c(c2)OCCO3)cc1	4%	0%	-1%	-0.1%	-5%	-5%	-8%	3%	-9%
20	COc1ccc2nc3c(c(-c4ccccc4)c2c1)CCC3	-23%	3%	6%	1.3%	13%	-29%	20%	0%	20%
21	Cc1ccc(C)c(NC(=O)C(OC(=O)c2cnc(C)cn2)c2ccccc2)c1 (stereo not drawn)	6%	7%	-19%	0.3%	7%	-13%	-18%	1%	5%
22	Cc1ccc(S(=O)(=O)NCC(c2ccccc2)N2CCCCC2)cc1 (stereo not drawn)	3%	6%	-15%	0.1%	4%	0%	3%	2%	-2%
23	O=C(Oc1cccc([N+](=O)[O-])c1)N1CCCCC1	2%	-2%	-9%	0.9%	23%	-15%	-5%	0%	-1%
24	O=C(NCCCN1CCCC1=O)c1cccc(Oc2ccccc2)c1	12%	1%	-14%	0.1%	22%	-11%	-2%	3%	6%
25	Cc1nc2c(C(=O)NCc3ccccc3Cl)cnn2c(C)c1Cc1ccccc1	13%	-7%	?	3.1%	30%[57.1 µM]	?	-5%	-16%	17%[57.1 µM]
26	O=C(Nc1ccc(Oc2cccnc2)cc1)C1CCN(Cc2ccccc2F)CC1	1%	-1%	?	0.3%	-14%	-15%	17%	0%	-7%
27	CC(C)Cn1c2ccccc2c2cc(C(=O)O)ccc21	1%	-3%	7%	0.1%	16%	-10%	15%	-2%	9%
28	CCN(Cc1ccccc1)C(=O)C1CCC(CNS(=O)(=O)c2ccc3c(c2)CCCC(=O)N3)CC1 (stereo not drawn)	0%	-1%	-19%	3.1%	-10%[57.1 µM]	-23%	-45%	3%	-10%[57.1 µM]
29	O=C(O)CN1C(=O)NC2NC(=O)NC21 (stereo not drawn)	-8%	1%	9%	2.9%	10%	-16%	9%	0%	11%
30	CC(=O)N1c2ccc(S(=O)(=O)NCc3ccc(Cl)cc3)cc2CC1C (stereo not drawn)	-3%	9%	-21%	-1.6%	10%[57.1 µM]	-26%	1%	5%	-3%[57.1 µM]

Some of the entries so far, with each value named:
(12) CC(OC(=O)c1cc(S(=O)(=O)N2CCOCC2)ccc1Br)C(=O)N1CCOCC1 (stereo not drawn)
  mIDH1 inhibitor = 3%	Vif-A3F inh = 4%	12-LOX inh = -5%	RXFP1 ag = 3.8%	rTrxR1 inhibitor = -5%	USP1 inh = -13%	RGS4 inhibitor = 6%	Vif-A3G inh = 0%	TrxR1 substrate = -8%

(13) COc1ccc(OCCCC(=O)OC(C)C(=O)Nc2ccccc2[N+](=O)[O-])cc1 (stereo not drawn)
  mIDH1 inhibitor = 3%	Vif-A3F inh = 0%	12-LOX inh = ?	RXFP1 ag = 2.2%	rTrxR1 inhibitor = -1%	USP1 inh = -19%	RGS4 inhibitor = -25%	Vif-A3G inh = 7%	TrxR1 substrate = -2%

(14) CCOC(=O)c1cc2sccc2n1CCCN1C(=O)c2ccccc2C1=O
  mIDH1 inhibitor = 2%	Vif-A3F inh = -2%	12-LOX inh = 6%[57.4 µM]	RXFP1 ag = 2.8%	rTrxR1 inhibitor = 19%	USP1 inh = -6%	RGS4 inhibitor = -2%	Vif-A3G inh = 0%	TrxR1 substrate = -2%

(15) COc1cccc(OC)c1C(=O)Nc1ccccc1N1CCCC1
  mIDH1 inhibitor = 3%	Vif-A3F inh = -11%	12-LOX inh = 0%	RXFP1 ag = -0.8%	rTrxR1 inhibitor = 4%	USP1 inh = -16%	RGS4 inhibitor = -33%	Vif-A3G inh = 0%	TrxR1 substrate = 2%

Later entries:
cpd	structure	mIDH1 inhibitor	Vif-A3F inh	12-LOX inh	RXFP1 ag	rTrxR1 inhibitor	USP1 inh	RGS4 inhibitor	Vif-A3G inh	TrxR1 substrate
31	Cc1ccc(C)c(NC(=O)COC(=O)CC2CC3CCC2C3)c1 (stereo not drawn)	-2%	-4%	-4%	/	-14%	-5%	3%	-1%	-12%
32	CN=C(C)/C(C(=O)OC)=C(/O)c1ccccc1F	2%	8%	?	4.1%	21%[57.1 µM]	-4%	10%	1%	8%[57.1 µM]
33	CC(=O)Nc1cccc(-c2cn3ccc(C)cc3n2)c1	2%	8%	-2%	3.8%	6%	-18%	16%	0%	84%[activator]
34	O=C(CSCc1cccc(Br)c1)N=Nc1c(O)[nH]c2ccccc12	4%	3%	17%	-1.8%	8%	-11%	10%[56.9 µM]	2%	-7%
35	COc1ccc(C(CNC(=O)C(=O)NC2CCCCC2)N2CCN(C)CC2)cc1 (stereo not drawn)	3%	5%	-10%	0.4%	2%	2%	-10%	1%	-1%
36	Cc1cc(C)n2nc(Sc3ncccc3[N+](=O)[O-])nc2n1	-18%	5%	-6%	9.9%	-1%	-15%	-25%	1%	-4%
37	Cc1ccc(CNC(=O)C2CCN(S(=O)(=O)N3CCOCC3)CC2)cc1	1%	3%	21%	1.5%	15%	-14%	4%	0%	8%
38	CC(=O)Nc1ccc(NC(=O)COc2ccc(S(=O)(=O)N3CCCC3)cc2)cc1	2%	8%	21%	-0.4%	12%	-20%	-16%	8%	3%
39	Cc1ccc(CN2CC(C(=O)Nc3cccc(S(=O)(=O)N4CCCCC4)c3)CC2=O)cc1 (stereo not drawn)	9%	-8%	?	3.0%	-9%	-1%	10%	2%	-10%

Arranged by number of heavy atoms (ascending): some entries from above.
cpd	structure	mIDH1 inhibitor	Vif-A3F inh	12-LOX inh	RXFP1 ag	rTrxR1 inhibitor	USP1 inh	RGS4 inhibitor	Vif-A3G inh	TrxR1 substrate
33	CC(=O)Nc1cccc(-c2cn3ccc(C)cc3n2)c1	2%	8%	-2%	3.8%	6%	-18%	16%	0%	84%[activator]
31	Cc1ccc(C)c(NC(=O)COC(=O)CC2CC3CCC2C3)c1 (stereo not drawn)	-2%	-4%	-4%	/	-14%	-5%	3%	-1%	-12%
38	CC(=O)Nc1ccc(NC(=O)COc2ccc(S(=O)(=O)N3CCCC3)cc2)cc1	2%	8%	21%	-0.4%	12%	-20%	-16%	8%	3%

Assay outcomes from PubChem BioAssay.
